Screening results: PubChem, several laboratories
human PMI inhibition: MPI enzyme activity inhibition – biochemical, fluorescence intensity, coupled assay, primary screen (AID 1209). 0.42% of 190,000 active. inhibition, % at 20 µM; hits with a dose series show IC50 in µM. purified PMI enzyme, coupled fluorescence intensity; higher % means a stronger effect;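 further: plate controls were DMSO vehicle for no effect and wells lacking substrate for full effect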
WT yeast gro inh: growth inhibition of WT yeast, mitochondrial fusion screen; mitochondrial fusion phenotypic screen, WT strain; inhibition, % at 10 µM; 2.1% of 190,000 active; AID 1362; in the data active means inhibition above about 58%; tested in S. cerevisiae
PMI inhibition: MPI inhibition at elevated mannose 6-phosphate – biochemical, fluorescence intensity, high mannose 6-phosphate, primary screen (AID 1220); recombinant PMI enzyme, coupled fluorescence intensity; higher % means a stronger effect; inhibition, % at 20 µM; hits with a dose series show IC50 in µM; 0.66% of 190,000 active
Insulin prom up: MIN6 insulin promoter up-regulation; 0.3% of 190,000 active; AID 1625; z-score at 5 µM; MIN6 insulin promoter-GFP reporter, high-content imaging; stronger effect = higher value;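 active means z-score above 3 at 5 µM with at least 500 cells counted in the well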
Autophagy mod: autophagy modulation, high-content screen | MEF GFP-LC3 puncta imaging; test concentration mostly 10 µM | calls only at 10 µM (by protocol) | 0.98% of 190,000 active;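 active means percentage of spot-positive cells more than 3 SD above its plate mean, without a fluorescence outlier flag or 80% toxicity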;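 further: spot-positive cell cutoff set from DMSO-treated cells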
Yfh1-depleted yeast: enhancers of respiration in Yfh1-depleted yeast, dose response, Friedreich's ataxia, plus single-dose screen (AID 1465); S. cerevisiae Yfh1-off respiration, WST-1 reduction, 72 h; higher fold induction means a stronger effect; fold induction at 50 µM, or EC50 in µM where a hit was titrated; 0.074% of 220,000 active;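 active means fold induction of absorbance versus untreated yeast above a set limit, then at least 30% activation at any dose in follow-up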;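 further: activators that raise dye reduction in frataxin-depleted yeast; strong numbers were not always called active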
MT stabilize HCS: microtubule stabilization, imaging screen | AID 2205 | % tubulin-high responders, % at 10 µM | 0.83% of 200,000 active | HeLa tubulin immunostaining HCS, 24 h; share of cells brighter than vehicle mean+2SD;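 active means plate Z-score above 3 for both tubulin-high and condensed-nucleus cell shares, with cell loss under 80%, at 10 µM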;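 further: anti alpha tubulin signal scored within the nucleus-defined area of each cell; some results filed as inactive read as strong as hits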
b-catenin transl: beta-catenin nuclear translocation modulation | HeLa beta-catenin nuclear translocation, immunofluorescence imaging | nuclear translocation activity, % at 5 µM | 0.3% of 190,000 active | AID 1665;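 active means nuclear translocation activity above 50% at 5 µM, with a well cell count of 50 or more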;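 further: per-cell ratio of nuclear to cytoplasmic median beta-catenin stain intensity; plate controls were DMSO negative control for no effect and GSK-3 inhibitor IX positive control for full effect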
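Test system: HeLa cells, endogenous beta-catenin; Compound: single 5 µM dose plus 0.02–20 µM confirmation series; Times: compound exposure 24 h at 37°C; Signal: fluorescence imaging of beta-catenin antibody stain plus DAPI; Read-out: % activation, nuclear-to-cytoplasmic median beta-catenin signal ratio per cell.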
Dynein cargo inh: dynein cargo transport inhibition; z-score, hits read low; 0.47% of 220,000 active; 3617.4 mouse cells, GR-EGFP nuclear translocation imaging; test concentration mostly 20 µM; stimulated with dexamethasone, 1 µM; stronger effect = lower value;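 active means plate z-score of nuclear minus cytoplasmic receptor signal below a set negative limit, without overly bright fluorescence or cell loss, cut at about -3.5 in these data, passing the limit was not always enough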;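 further: z-score of nuclear minus cytoplasmic ring GR-EGFP intensity difference per well; some compounds called inactive have numbers as strong as hits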
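Also added: dexamethasone, 1.0 µM final. Medium: tet-free, stripped-serum medium. Detection: fixed, Hoechst-stained cells imaged at 10x for EGFP. Read-out: nuclear-to-cytoplasmic GR-EGFP distribution per well. Times: induction 48 h, compound 1 h, agonist 30 min.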
WT yeast gro inh mutant strain: recorded beside WT yeast gro inh, whose call it bears; inhibition, %; mitochondrial fusion phenotypic screen, mutant strain inhibition
Dynein cargo inh cytoplasmic EGFP: further read-out of Dynein cargo inh, marked with its call; z-score; measured here: cytoplasmic GR-EGFP intensity; stronger effect = higher value
Dynein cargo inh nuclear GR-EGFP: recorded beside Dynein cargo inh, whose call it bears; z-score; measured here: nuclear GR-EGFP intensity;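 lower value marks the stronger effect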
Dynein cargo inh cell count: second read-out of Dynein cargo inh, no call of its own (marks repeat the call); z-score; measured here: cell count per field
Insulin prom up cell count: recorded beside Insulin prom up, whose call it bears; cell count; measured here: cytotoxicity, nuclei count;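 total cells summed across four imaged fields per well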
b-catenin transl cell count 5 µM: recorded beside b-catenin transl, whose call it bears; cell count; measured here: cell count, cytotoxicity flag
MT stabilize HCS Hoechst-high %: also measured in MT stabilize HCS; calls as there; % Hoechst-high responders; measured here: nuclear condensation Hoechst responders;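 share of cells brighter than vehicle mean plus two SD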
MT stabilize HCS cytotoxicity %: recorded beside MT stabilize HCS, whose call it bears; toxicity, %; measured here: cytotoxicity by cell density;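 0% = mean cell density of plate MIN control wells and 100% = no cells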
Autophagy mod cell loss 18 h: recorded beside Autophagy mod, whose call it bears; toxicity, %; measured here: cell loss, nuclei count;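 cell loss after 18 h compound exposure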
* hit, by the source's call; i = inactive; / = not tested or not shown. Unless noted, no stated cut-off is given here; in the data, active means inhibition above about 50%; inactive means the rest. The order is random, and some 5% of all compounds hit somewhere here.

Below each SMILES – Insulin prom up cell count	MT stabilize HCS	b-catenin transl cell count 5 µM	PMI inhibition	Yfh1-depleted yeast	Dynein cargo inh cytoplasmic EGFP	Autophagy mod cell loss 18 h	WT yeast gro inh	Dynein cargo inh cell count	Autophagy mod	b-catenin transl	MT stabilize HCS cytotoxicity %	WT yeast gro inh mutant strain	Dynein cargo inh	human PMI inhibition	Dynein cargo inh nuclear GR-EGFP	MT stabilize HCS Hoechst-high %	Insulin prom up
COc1ccc(OCCNS(=O)(=O)c2cccc([N+](=O)[O-])c2)cc1
  1524	1.9	938	20%	i	-0.35	-2	9	0.31	i	-0.2	4.9	-18	0.75	16%	0.31	3.2	0.17
CC1CCCC(NCC(=O)Nc2ccc(C(N)=O)cc2)C1C (stereo unspecified)
  1329	2.1	1190	1%	i	0.2	-8	-14	-1.1	i	-4.7	6.2	-24	-0.62	2%	-0.34	2.1	0.97
O=C1C2C(C(=O)N1c1nccs1)C1C=CC2C12CC2 (stereo unspecified)
  1595	2.9	1077	-6%	i	-0.26	16	-5	-0.51	i	-2.4	6.1	4	0.96	-4%	0.69	1.7	-0.19
O=S(=O)(c1ccc(OCC(O)CN2CCCC2)cc1)N1CCOCC1 (stereo unspecified)
  /	1.8	1168	-3%	i	-0.11	2	-4	0.84	i	-3.9	6.7	-6	-0.56	-9%	-0.048	1.8	/
CC1=C(C(=O)Nc2ccc(C)cc2C)C(c2cccc(Cl)c2)n2nc(C(=O)OC(C)C)nc2N1 (stereo unspecified)
  1266	4.2	556	-10%	i	-0.32	-3	6	0.83	i	-0.4	4.2	2	-0.045	-9%	-0.37	1.9	0.01
COc1ccc(-n2cnc3cc(C(=O)NCCN4CCOCC4)ccc32)cc1
  1210	1.0	1096	0%	i	-0.3	-5	-6	-0.22	i	-0.5	1.7	7	-0.07	-6%	0.33	1.5	-0.44
CCS(=O)(=O)c1ccc2oc(SCC(=O)NCCc3ccccc3)nc2c1
  1575	3.2	1059	11%	i	0.31	17	3	-0.63	i	-1.7	6.9	10	0.96	6%	0.77	1.3	0.99
Cc1cc(C)cc(N(CC(=O)NCc2ccco2)S(=O)(=O)c2c(C)noc2C)c1
  1033	2.8	1134	9%	i	-0.2	5	15	0.23	i	-0.9	9.1	2	-0.41	5%	-0.22	3.8	-0.78
Cc1cccc(NC(=S)NC23CN4CN(CN(C4)C2)C3)c1
  1584	5.3	927	-2%	i	-0.15	-9	8	-1.7	i	-1.8	4.2	6	2	-5%	1.8	1.0	0.62
COc1ccccc1C1CCN(C(=O)c2cccc([N+](=O)[O-])c2)CC1
  1422	/	1308	/	i	-0.23	/	/	0.039	/	0.7	/	/	-0.18	/	-0.2	/	-0.63

Arranged by the number under Dynein cargo inh cell count (highest first): 3 from the list above.
Compound | Dynein cargo inh cell count
COc1ccc(OCCNS(=O)(=O)c2cccc([N+](=O)[O-])c2)cc1 | 0.31
CCS(=O)(=O)c1ccc2oc(SCC(=O)NCCc3ccccc3)nc2c1 | -0.63
CC1CCCC(NCC(=O)Nc2ccc(C(N)=O)cc2)C1C (stereo unspecified) | -1.1

(next part)
Below each SMILES – Insulin prom up cell count	MT stabilize HCS	b-catenin transl cell count 5 µM	PMI inhibition	Yfh1-depleted yeast	Dynein cargo inh cytoplasmic EGFP	Autophagy mod cell loss 18 h	WT yeast gro inh	Dynein cargo inh cell count	Autophagy mod	b-catenin transl	MT stabilize HCS cytotoxicity %	WT yeast gro inh mutant strain	Dynein cargo inh	human PMI inhibition	Dynein cargo inh nuclear GR-EGFP	MT stabilize HCS Hoechst-high %	Insulin prom up
CC(/C=C/c1ccccc1)=N\NC(=O)Cn1nc(C)cc1C
  1240	2.5	446	-12%	i	-0.11	0	-5	1.2	i	0.4	13	4	-0.25	-12%	-0.069	2.6	0.07
N#C/C(=N\Nc1ccc(S(=O)(=O)N2CCCCC2)cc1)C(N)=S
  1112	2.9	904	11%	i	-0.2	-4	-2	0.48	i	-1.7	7.0	3	-0.83	13%	-0.64	3.2	0.55
CCC1Oc2ccc(C)cc2N(CC(=O)NCC2COc3ccccc3O2)C1=O (stereo unspecified)
  860	2.6	/	-3%	i	-0.17	9	5	0.027	i	/	7.9	-8	-0.73	3%	-0.38	2.5	-0.29
Cc1c(Cl)cccc1NC(=S)NCCc1ccccn1
  1435	/	1274	/	i	-0.18	/	/	-1.2	/	1.8	/	/	1.7	/	0.65	/	0.33
CCC(C)(C)NC(=O)C(c1cccnc1)N(CCOC)C(=O)Cn1nnc2ccccc21 (stereo unspecified)
  1174	1.4	811	2%	i	-0.23	-4	1	0.43	i	-0.2	9.0	29	0.099	9%	-0.16	1.2	0.29
CC(=O)c1c(C)oc(C)c1CSCc1ccc(C(=O)O)o1
  2142	3.6	1081	1%	i	0.033	0	-3	-0.081	i	-1.0	14	-11	-0.1	12%	-0.13	2.2	0.85
Cc1ccc(Cl)cc1N1CCN(c2cccc[n+]2C)CC1
  1137	1.5	977	18%	i	-0.11	2	11	-2.5	i	-3.6	1.9	-9	0.66	28%	1.2	2.2	-0.19
CCOc1ccc2nc(NCCCNS(=O)(=O)c3ccc(C)cc3)c(C#N)cc2c1
  /	3.5	909	42%	i	/	5	5	-4.9	i	0.8	2.9	-1	i	10%	/	2.3	/
C#CCNC(=O)C1=C[C@H](C2CCCCC2)C[C@H](OCc2ccc(CO)cc2)O1
  1351	1.4	1100	16%	i	-0.19	16	-5	-1.7	i	1.2	3.3	-3	2.7	9%	2.2	1.4	-0.82
CCOC(=O)CCn1c(=S)n(CCC(=O)OCC)c2ccccc21
  1041	/	1262	/	i	-0.18	/	/	0.51	/	0.4	/	/	0.42	/	0.64	/	-0.95
Fc1cccc(C2CCCCN2Cc2nc(C3CC3)no2)c1 (stereo unspecified)
  1516	/	998	10%	i	-0.34	-14	-13	0.77	i	0.4	/	-28	-0.39	15%	0.094	/	-0.02
CC(=O)Nc1ccc(S(=O)(=O)NCC(=O)OCC(=O)N2CCN(c3ccccc3)CC2)cc1
  1351	2.3	517	-14%	i	-0.31	-11	-5	-0.27	i	-2.7	11	-10	0.52	-16%	-0.066	4.1	0.58
C=CCNCCCCOc1ccc(Br)cc1C
  1290	2.7	995	-9%	i	-0.22	-2	3	0.67	i	0.0	1.1	37	-0.54	-10%	-0.11	1.7	-0.52
CNC(=S)NNc1nc(N2CCOCC2)nc(N2CCOCC2)n1
  /	2.7	1602	-7%	i	-0.078	-14	4	-1.9	i	0.1	6.8	6	1.2	-1%	0.75	2.1	/
CC(NC(=O)CCc1nnc(Cc2cccc(C(F)(F)F)c2)o1)C1CC1 (stereo unspecified)
  1442	2.3	1008	16%	i	-0.26	-17	-3	0.28	i	-1.6	9.4	-9	-0.65	12%	-0.065	1.2	0.37
CN(C(=O)COC(=O)c1ccc2ccccc2n1)C1CCS(=O)(=O)C1 (stereo unspecified)
  /	2.8	1557	3%	i	-0.32	10	-8	0.17	i	-0.2	5.4	-12	-0.14	-7%	-0.077	1.5	/
O=C(c1cn(-c2ccccc2)nc1-c1ccc(Br)cc1)N1CCOCC1
  1263	1.5	549	-2%	i	-0.3	-5	0	1.1	i	2.3	8.3	-1	-0.76	-2%	-0.73	2.4	-0.54
Cc1ccc(NC(=O)c2cnn(-c3ccccc3)c2NC(=O)c2ccco2)cc1C
  1623	5.9	995	-2%	i	-0.42	18	8	0.47	i	0.8	8.8	1	-0.54	-1%	0.029	1.8	0.6
Cc1ncsc1CCOC(=O)c1ccc(N2CCOCC2)c([N+](=O)[O-])c1
  1189	3.0	1098	-4%	i	0.013	9	-9	1.3	i	0.1	9.5	-14	-0.97	-3%	-0.52	1.5	-0.28
CCCC1CCc2c(sc(NC(=O)c3cccs3)c2C(N)=O)C1 (stereo unspecified)
  1704	3.1	1398	-4%	i	0.099	-3	6	-1.7	i	-1.2	4.5	8	0.94	-1%	-0.049	3.1	-1
O=C(Nc1ccc(F)cc1)Nc1nnc(-c2ccco2)s1
  1374	2.2	1071	-12%	i	-0.015	24	-5	0.45	i	-4.0	6.9	10	-0.83	-23%	-0.53	1.7	0.45
O=C(c1cc(Cl)cc(Cl)c1)N1CCC(=O)N(C(COCc2ccccc2)Cc2ccccc2)CC1 (stereo unspecified)
  1156	2.7	/	-4%	i	0.71	8	71*	0.48	i	/	7.5	12*	0.48	-7%	0.65	1.0	-0.59
O=S(=O)(CCN1CCSCC1)c1ccccc1
  1081	/	1282	/	i	-0.22	/	/	1.3	/	1.3	/	/	-0.54	/	-0.61	/	-0.11
COc1ccc(CCNC(=O)Cn2cccc2C(=O)c2ccccc2C)cc1OC
  1470	2.8	1011	1%	i	-0.17	7	-6	-0.55	i	1.1	5.8	-22	-0.06	10%	0.92	2.2	-0.24
O=C(CN1NS(=O)(=O)c2ccccc2C1=O)Nc1ccccc1OC(F)F
  /	2.4	/	-6%	i	0.2	-6	-5	-0.78	i	/	6.9	-8	0.41	-7%	0.7	1.9	/
COc1ccccc1OCC(=O)N1CCNC1=O
  1539	1.9	1026	4%	i	-0.18	/	13	-0.25	/	1.4	7.0	16	-0.34	8%	0.066	2.3	-0.73
O=C1[C@@H]2[C@H](C(=O)N1O)[C@H]1C=C[C@@H]2C1
  1182	2.5	/	14%	i	-0.28	-11	1	0.69	i	/	2.6	14	-0.9	16%	-0.48	1.5	-0.14
